All columns: NCI-60 one-dose screen, growth in % after 48 h at 10 µM unless noted; 100 = growth as untreated, 0 = no growth, -100 = all killed.
HCT-15 = HCT-15 colon cancer; 5.2% of 82,000 active
KM12 = KM12 colon cancer cells; AID 1794800; 5% of 82,000 active
SW-620 = SW-620 colon cancer; 5.2% of 82,000 active; AID 1794795
SNB-75 = SNB-75 CNS cancer | 5% of 79,000 active | AID 1794750
COLO 205 = COLO 205 colon cancer. 7.3% of 79,000 active
HCT-116 = HCT-116 colon cancer. 7.3% of 82,000 active
HCC-2998 = HCC-2998 colon cancer; 4.7% of 79,000 active
HT29 = HT29 colon cancer | 7.4% of 81,000 active | AID 1794748
NCI-H322M = NCI-H322M lung cancer | AID 1794733 | 2.7% of 80,000 active
Starred values were filed as active, the others as inactive; · = no result given; & = joins results of further samples. The calls were made as follows: active = growth percent below 10; inactive = the rest.

[1] COc1cc(/C=C/C(=O)O)cc([N+](=O)[O-])c1O
[2] CCCCCCCCCCC(O)CO (configuration not stated)
[3] CCCCNc1nc(SC)nc(-c2cccc([N+](=O)[O-])c2)c1C#N
[4] COc1ccc2c(c1)nc(N)c1c3ccccc3cn21
[5] COc1ccc(-c2c(C#N)c(N)nc3c2c(N)nn3-c2ccccc2)cc1
[6] NS(=O)(=O)c1ccc(Nc2nc3n[nH]c(Nc4ccccc4)c3c(=O)[nH]2)cc1
[7] Cc1cc(C)nc(NC(=O)Nc2ccccc2)c1
[8] Clc1ccc(C2=NN3C(C2)c2ccccc2OC3c2cccnc2)cc1 (configuration not stated)
[9] COC(=O)c1ccc2c(c1)C(=O)N(CCc1ccccc1)C2=O
[10] CC1(C)CC[C@]2(C(=O)O)CC[C@]3(C)C(=CCC4[C@@]5(C)C[C@@H](O)[C@H](O)[C@@](C)(CO)C5CC[C@]43C)C2C1 (some centres not stated)

assay / compound,1,2,3,4,5,6,7,8,9,10
HCC-2998,119,102,109,103,102,112,106,94,101,99
HT29,110,105,101,74,109,101,97,104,99,104
SNB-75,110,118,69,68,50,71,82,81,90,99
SW-620,100,111,97,57,79,104,123,87,95,102
NCI-H322M,125,150,102,88,87,101,104,88,100,99
HCT-116,107,104,96,59,62,112,98,80,92,100
KM12,102,103,100,63,30,100,100,76,99,101
HCT-15,106,107,97,56,72,108,105,71,102,95
COLO 205,106,102,116,·,119,97,112,105,109,104

Single records (already shown):
`Cc1cc(C)nc(NC(=O)Nc2ccccc2)c1` across the screens: HCC-2998 = 106; HT29 = 97; SNB-75 = 82; SW-620 = 123; NCI-H322M = 104; HCT-116 = 98; KM12 = 100; HCT-15 = 105; COLO 205 = 112
`COc1ccc2c(c1)nc(N)c1c3ccccc3cn21` across the screens: HCC-2998 = 103; HT29 = 74; SNB-75 = 68; SW-620 = 57; NCI-H322M = 88; HCT-116 = 59; KM12 = 63; HCT-15 = 56; COLO 205 = ·

Continuation.
[11] O=C(O)c1ccc(NC2(C(=O)O)CCCC2)cc1
[12] OCc1cnccc1NC1CCCCC1
[13] CCOC(=O)c1c2c(n(-c3ccc([N+](=O)[O-])cc3)c1-c1ccccc1)C=CCC2
[14] CC1(C)CC[C@]23CC[C@]4(C)[C@H](CC[C@@H]5[C@@]6(C)CCCN(CO)C(C)(C)[C@@H]6CC[C@]54C)[C@H]2[C@H]1OC3
[15] Cc1ccc(S(=O)(=O)c2[nH]c(-c3ccccc3)nc2S(C)(=O)=O)cc1
[16] S=C(N/N=C/c1ccc[nH]1)NNC(=S)Nc1ccccc1
[17] CC(=O)N1N=C(c2ccc3c(c2)OCO3)CC1c1c(C)nn(-c2ccccc2)c1N1CCOCC1 (configuration not stated)
[18] C[N+](C)(C)CC(=O)N/N=C\c1cccc2ccccc12
[19] Cc1ccc(C(=O)O)c(C(=O)O)c1
[20] CC(=O)c1cc(C(=O)c2ccc3c(c2)NC(=O)CO3)n2ccc3ccccc3c12

assay / compound,11,12,13,14,15,16,17,18,19,20
HCC-2998,94,84,91,3.5*,108,116,92,·,120,88
HT29,104,94,69,21,114,111,87,103,105,56
SNB-75,92,100,89,112,100,82,78,86,107,114
SW-620,115,104,88,9.6*,102,102,96,102,104,93
NCI-H322M,118,108,91,72,106,95,104,112,107,88
HCT-116,106,88,65,22,110,92,70,100,106,45
KM12,106,100,78,56,110,101,96,112,109,51
HCT-15,106,116,74,7.3*,111,96,95,104,109,71
COLO 205,111,99,87,0.6*,132,101,87,109,102,92

[21] COc1cc(NC(=O)c2sc3nc4c(cc3c2N)C(=O)CCC4)cc(OC)c1
[22] CCOC(=O)C1=C(N)N(c2ccccc2)C2=C(C(=O)CC(C)(C)C2)C1c1ccc(N2CCOCC2)cc1 (configuration not stated)
[23] CC1OC(OCC2OC(Oc3c(-c4ccc(O)c(O)c4)oc4cc(O)cc(O)c4c3=O)C(O)C(O)C2O)C(O)C(O)C1O (configuration not stated)
[24] CC(C)N(CCOC(=O)c1cc(Cl)cc(-c2ccccc2)c1O)C(C)C
[25] Oc1ccc(Br)cc1CNC1CCCCC1
[26] CN(Cc1ccccc1)N=Nc1ccccc1
[27] NS(=O)(=O)c1ccc(NC(=O)CSc2ccc(-c3ccc(Br)cc3)nn2)cc1
[28] CCCCNC(C(=O)c1ccc(OC)cc1)c1ccc(OC)cc1 (configuration not stated)
[29] COC(=O)[C@]1(C)CCC[C@]2(C)[C@H]3C[C@H]4[C@H]5[C@@H]6C/C(=C\c7cccc(OC)c7OC)C(=O)[C@H]5[C@@]3(CC[C@H]21)C[C@@]4(C(C)C)O6
[30] COC(=O)C(Cc1ccc(Cl)c(Cl)c1)n1cc(-c2ccccc2)nn1 (configuration not stated)

assay / compound,21,22,23,24,25,26,27,28,29,30
HCC-2998,86,108,108&107,103,111,109,106,86,97,104
HT29,100,112,108&106,106,103,114,129,72,79,88
SNB-75,28,91,99&86,100,92,97,100,88,57,92
SW-620,101,101,101&102,101,107,112,128,98,87,101
NCI-H322M,95,99,104&100,90,103,116,107,86,102,104
HCT-116,99,99,98&108,108,90,102,89,82,66,91
KM12,87,105,104&103,101,99,107,102,96,82,99
HCT-15,81,98,108&96,108,95,106,92,97,81,108
COLO 205,53,108,107&105,116,116,102,171,95,96,108

An excerpt from above in order of length of the SMILES, ascending:
[7] Cc1cc(C)nc(NC(=O)Nc2ccccc2)c1
[11] O=C(O)c1ccc(NC2(C(=O)O)CCCC2)cc1
[15] Cc1ccc(S(=O)(=O)c2[nH]c(-c3ccccc3)nc2S(C)(=O)=O)cc1

assay / compound,7,11,15
HCC-2998,106,94,108
HT29,97,104,114
SNB-75,82,92,100
SW-620,123,115,102
NCI-H322M,104,118,106
HCT-116,98,106,110
KM12,100,106,110
HCT-15,105,106,111
COLO 205,112,111,132

The list goes on:
[31] CN(C)NCC(O)COc1ccc(Cl)cc1 (configuration not stated)
[32] O=C(/C=C\c1ccc(O)c(O)c1)c1ccccc1O
[33] CNc1ccccc1C(=O)OC
[34] Cc1cnc(N)s1
[35] CC1(C)CC(=O)C2=C(C1)N(c1ccc(F)cc1F)C(N)=C(C#N)C2c1ccc([N+](=O)[O-])cc1 (configuration not stated)
[36] O=c1nc(-c2ccc(F)cc2)c2cc(-c3cncnc3)ccc2[nH]1
[37] OC(Cc1cccnc1)c1ccccc1 (configuration not stated)
[38] CN(N)c1nc2sc3c(c2c(=O)[nH]1)CCCC3
[39] COC(=O)C(N)Cc1c[nH]c2ccccc12 (configuration not stated)
[40] CCN(CC)c1ccc(/C=N/NC(=O)c2ccc(S(N)(=O)=O)cc2)cc1

assay / compound,31,32,33,34,35,36,37,38,39,40
HCC-2998,113,61,100,92,108,110,107,96,102,43
HT29,116,91,105,100,107,95,106,90,92,31
SNB-75,68,77,94,72,82,98,100,92,89,71
SW-620,98,68,96,103,102,102,100,101,101,40
NCI-H322M,83,80,101,100,110,91,96,97,104,28
HCT-116,95,84,96,96,103,99,107,95,95,21
KM12,103,61,110,103,105,94,·,96,104,21
HCT-15,110,46,102,105,100,102,104,100,105,20
COLO 205,107,81,122,102,107,103,114,100,108,11

[41] CC1(C)OC(=O)N(CO)C1=O
[42] Cc1ccc(-c2nc3c(c(-c4ccccc4)nn3-c3ccccc3)c(-c3ccc(O)cc3)c2C#N)cc1
[43] CC(C)(C#N)N1CCN(c2ccccc2Cl)CC1
[44] Cc1c(NCC(=O)Nc2nc3ccccc3[nH]2)c(=O)n(-c2ccccc2)n1C
[45] COc1cc2nc(Cl)nc(Nc3cccc(C4=Nc5c(N)nc(N)nc5NC(c5ccc(Br)cc5)C4)c3)c2cc1OC (configuration not stated)
[46] CCNc1nc2ccccc2c2c(=O)c3cccc(F)c3sc12
[47] Cc1ccc2oc(=O)cc(Cn3nnc(C(=O)O)c3C)c2c1
[48] COc1ccc(-c2cc(-c3cccnc3)nc3sc(C(=O)Nc4ccccc4)c(N)c23)cc1OC
[49] COc1nc2ccccc2cc1/C=[N+](\[O-])c1ccccc1
[50] N#Cc1ccc2[nH]c3nccc(NCc4ccccc4)c3c2c1

assay / compound,41,42,43,44,45,46,47,48,49,50
HCC-2998,95,95,91,114,41,101,102,80,105,127
HT29,121,107,96,105,20,83,91,·,70,91
SNB-75,83,41,102,94,84,73,97,83,73,100
SW-620,118,63,·,103,47,93,103,85,28,100
NCI-H322M,94,89,95,105,98,92,95,79,86,116
HCT-116,103,42,98,101,-11*,82,95,50,10,84
KM12,119,56,106,112,24,85,106,61,84,81
HCT-15,105,29,103,94,7.3*,82,91,63,19,100
COLO 205,99,70,113,110,66,99,109,73,108,90

[51] CCN(CC)CCNCC(=O)Oc1ccc(/C=C/C(=O)CC(=O)/C=C/c2ccc(OC(=O)CNCCN(CC)CC)c(OC)c2)cc1OC
[52] [2H]C([2H])([2H])Oc1ccc(F)cc1/C=C/C(=O)/C=C(O)/C=C/c1cc(F)ccc1OC([2H])([2H])[2H]
[53] C/C(=N/N)c1nnn(-c2ccc(Br)cc2)c1C
[54] c1ccc(COc2ccc(Nc3ncnc4sc5c(c34)CCCC5)cc2)cc1
[55] Cc1ccc(C(C)C)cc1NC1=C(Cl)C(=O)c2ccccc2C1=O
[56] COc1ccc2c(c1)/C(=C\c1sc(=S)[nH]c1O)C(C(=O)O)=N2
[57] CC1=NN(c2nc(-c3ccccc3)c(C#N)c(=O)n2C)C(=O)C1N=Nc1ccc(S(N)(=O)=O)cc1 (configuration not stated)
[58] O=C1/C(=C/c2cc(Cl)cc(Cl)c2)Cc2c(F)cc(Br)cc21

assay / compound,51,52,53,54,55,56,57,58
HCC-2998,-25*,105,107,103,106,103,101,106
HT29,-81*,99,106,82,101,104,99,115
SNB-75,-8.5*,95,98,112,50,85,69,96
SW-620,-27*,102,105,105,67,95,98,115
NCI-H322M,55,107,96,98,76,102,100,100
HCT-116,-9.1*,84,103,102,86,100,101,101
KM12,-20*,98,99,103,49,100,119,92
HCT-15,14,80,103,92,96,100,94,103
COLO 205,17,116,115,104,82,·,117,144

Source: PubChem (NCI)
